Tb PFK block: qHTS Assay to Find Inhibitors of T. brucei phosphofructokinase; ATP-dependent 6-phosphofructokinase (Trypanosoma brucei brucei), O15648; T. brucei PFK, ADP-Glo luminescence; Potency, µM (highest dose often 57.5 µM), for inactives: at the highest dose activity, negative = inhibition, hits mostly inhibitors; actives 0.17% (n = 330,000); AID 485367, 2010;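 further: potency means the concentration at half of the fitted maximal effect; 0% = uninhibited 1x PFK enzyme wells and -100% = no-enzyme wells; nearly all actives have a fitted effect of over 60% in size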
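ADP-Glo luminescence quantified ADP after 45 min at room temperature, with 1.25 nM T. brucei PFK, 0.1 mM ATP and 0.5 mM fructose-6-phosphate in pH 8.0 TEA buffer. qHTS titrations up to 57 µM; curves classified by quality.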
TCR activator: Activators of T cell receptors: qHTS campaign; primary human leukocytes, anti-CD3, IL-2 HTRF, 48 h; Potency, µM (doses to about 9.22 µM), without a hit: at the highest dose activation of IL-2 secretion, hits mostly activators; 330,000 tested, under 10 active; further: % of control where 0% means no effect
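Primary human leukocytes receive a-CD3 beads and test compound and are incubated 48 hr. Secreted IL-2 is then assayed by HTRF, measuring 665nm acceptor emission after 320nm excitation of the europium donor.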
Eya2 inh: qHTS Assay for Inhibitors of the Phosphatase Activity of Eya2. Protein phosphatase EYA2 (Homo sapiens), O00167. actives 0.006% (n = 330,000). Potency, µM (titrated, usually from 76.9 µM), inactives show top-dose activity, negative = inhibition, most hits filed as inhibitors. recombinant Eya2, OMFP fluorescence dephosphorylation (OMFP is methylfluorescein phosphate); further: potency means the concentration at half of the fitted maximal effect; on the % scale 0 is the no-effect control and ±100 the full control effect
Target sequence (O00167 whole entry, looked up): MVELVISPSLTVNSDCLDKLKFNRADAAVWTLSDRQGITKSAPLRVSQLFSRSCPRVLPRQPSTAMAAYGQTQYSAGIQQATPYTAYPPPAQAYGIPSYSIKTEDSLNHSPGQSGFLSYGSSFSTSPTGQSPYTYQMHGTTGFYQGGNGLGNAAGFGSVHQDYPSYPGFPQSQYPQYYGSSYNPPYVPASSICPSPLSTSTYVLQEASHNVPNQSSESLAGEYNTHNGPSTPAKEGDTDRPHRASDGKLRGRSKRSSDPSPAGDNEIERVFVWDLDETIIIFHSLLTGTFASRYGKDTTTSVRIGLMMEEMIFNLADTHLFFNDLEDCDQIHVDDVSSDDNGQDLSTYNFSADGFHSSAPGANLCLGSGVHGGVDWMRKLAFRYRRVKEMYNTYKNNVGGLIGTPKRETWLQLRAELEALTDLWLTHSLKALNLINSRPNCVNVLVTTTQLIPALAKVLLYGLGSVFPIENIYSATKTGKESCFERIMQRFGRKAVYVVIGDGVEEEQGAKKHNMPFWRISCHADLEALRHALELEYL
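Eya2 protein (added as 0.2 uM solution) was preincubated with compound for 10 min at ambient temperature in 50 mM HEPES pH 7.5, 50 mM NaCl, 5 uM MgCl2, 0.05% BSA, 1 mM DTT. OMFP (added at 50 uM) then reacted 10 min; fluorescence read at 485/525 nm.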
TSG101-PTAP inh: qHTS Assay for Iinhibitors of HIV-1 Budding by Blocking the Interaction of PTAP/TSG101; Tumor susceptibility gene 101 protein (Homo sapiens), Q99816; Fluorescence polarization, FITC-PTAP peptide / Tsg101 binding; Potency, µM (highest dose often 115 µM), inactives show at the top dose activity change, negative = inhibition, most hits filed as inhibitors; 340,000 tested, under 10 active; AID 493005, 2010; active means well fitted inhibition curve with a large enough effect in the main read-out, with a control signal flat, not every such curve was filed as active; inconclusive means small, poorly fitted or top-dose-only effect, or effect the other way, or a change in a side signal; inactive means no such curve, though single readings can be large or run the other way; further: potency means the concentration at half of the fitted maximal effect; % of control where 0% means no effect
Target sequence (Q99816 whole entry, looked up): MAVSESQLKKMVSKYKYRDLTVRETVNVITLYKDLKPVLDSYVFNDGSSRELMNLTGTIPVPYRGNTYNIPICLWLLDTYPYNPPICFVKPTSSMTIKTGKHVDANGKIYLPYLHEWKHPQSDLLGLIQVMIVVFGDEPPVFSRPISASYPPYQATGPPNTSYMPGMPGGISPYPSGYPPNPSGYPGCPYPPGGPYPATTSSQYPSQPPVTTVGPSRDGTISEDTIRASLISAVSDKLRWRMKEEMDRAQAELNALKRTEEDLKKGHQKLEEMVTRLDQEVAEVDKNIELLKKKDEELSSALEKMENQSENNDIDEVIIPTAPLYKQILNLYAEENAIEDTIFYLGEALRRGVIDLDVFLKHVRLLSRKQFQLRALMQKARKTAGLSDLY
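Tsg101 binding domain (10 uM final) was mixed with compound and a FITC-labeled PTAP peptide (50 nM final) in HEPES pH 7.5 buffer with NaCl, Tween 20, EDTA and TCEP; fluorescence polarization was read after 20 min at r.t.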
a7 integrin act: qHTS for Activators of Integrin-Mediated Alleviation for Muscular Dystrophy | alpha7betagal myoblasts, beta-gal FDG fluorescence, 48 h | Potency, µM (titrated, usually from 38.3 µM), without a hit: at the top dose activation, hits mostly activators | actives 0.064% (n = 350,000) | AID 624291, 2012;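 further: potency means the concentration at half of the fitted maximal effect; 100% = response of the positive control SU9516; nearly all actives have a fitted effect of over 60% in size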
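Alpha7betagal+/- myoblasts (passage 13) were plated 16-24 hr, then exposed to compounds (1:260 dilution of DMSO stock) for 48 hours at 37C. After MPER lysis, β-galactosidase reporter activity was read as FDG fluorescence (ex 480/em 540) after 30 minutes.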
Mito fusion yeast: qHTS Assay for Small Molecule Inhibitors of Mitochondrial Division or Activators of Mitochondrial Fusion; S. cerevisiae fusion-defective mutant growth rescue, CellTiterGlo 48 h; actives 0.23% (n = 320,000); Potency, µM (highest dose often 46.1 µM), for the others: top-dose growth rescue (activation), most hits filed as activators; AID 485298, 2010;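 further: potency means the concentration at half of the fitted maximal effect; % of control where 0% means no effect; nearly all actives have a fitted effect of over 45% in size; temperature-sensitive fusion mutants such as fzo1-1 at 37 °C on non-fermentable ethanol glycerol medium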
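Temperature-sensitive fusion-defective S. cerevisiae (e.g. fzo1-1, mgm1-5) were grown with compound in YPEG medium (3% ethanol, 3% glycerol) for 48 hours at 37C. Growth rescue was measured as viability by CellTiterGlo luminescence after 10 minutes at ambient.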
S-ASM inh: Inhibitors of Secretory Acid Sphingomyelinase (S-ASM): qHTS. placental ASM, HMU-PC fluorogenic substrate, 60 min. Potency, µM (titrated, usually from 57.5 µM), without a hit: top-dose activity change, negative = inhibition, hits mostly inhibitors. actives 0.006% (n = 340,000); further: potency means the concentration at half of the fitted maximal effect
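qHTS format. ASM enzyme prepared from human placenta hydrolyses the fluorogenic substrate HMU-PC0 (9 uM final) over 60 min at 37 °C after a 10 min compound preincubation.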
A-T KAP1 phos: qHTS Assay for Identifying a Potential Treatment of Ataxia-Telangiectasia; Potency, µM (titrated, usually from 57.5 µM), inactives show top-dose activation, hits mostly activators; […] A-T fibroblasts, KAP-1 phosphorylation AlphaLISA; neocarzinostatin DNA damage 30 min before lysis; actives 0.19% (n = 320,000); AID 485349, 2010; further: potency means the concentration at half of the fitted maximal effect; % of control where 0% means no effect; nearly all actives have a fitted effect of over 45% in size
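ATM-like activity read as KAP-1 phosphorylation via AlphaLISA donor/acceptor antibody pairs after lysis and 6 hr at 25C. Cells were ATM-null patient fibroblasts ([…], hTERT), dosed 60 min, then exposed to the DSB inducer NCS for 30 min.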
TSHR antagonist: Antagonists of the Thyroid Stimulating Hormone Receptor: HTS campaign. activity change, negative = inhibition, % at 11.5 µM. TSHR-expressing cells, TSH-stimulated cAMP HTRF, 2 h; hits give low values. actives 0.2% (n = 330,000). Thyrotropin receptor (Homo sapiens), P16473;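 active means activity change below a set negative limit, meaning inhibition stronger than a set level, cut at about -70% in these data; inconclusive means activity change between two set negative limits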; further: on the % scale 0 is the no-effect control and ±100 the full control effect
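Inhibition of cAMP made by TSHR-expressing cells under TSH stimulation (4nM final, EC80; 2 h, 37 deg C) is quantified with a one-step lysis HTRF kit, anti-cAMP cryptate versus cAMP-d2.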
BCR signal inh: qHTS Assay to Find Inhibitors of Chronic Active B-Cell Receptor Signaling. ABC-DLBCL IkBa-CBG/CBR reporter, luminescence ratio, 4 h. Potency, µM (doses to about 46.1 µM), for the others: top-dose ratio change, negative = lower green/red ratio, hits mostly inhibitors. actives 0.05% (n = 340,000); active means well fitted inhibition curve with a large enough effect in the signal ratio, with a control signal flat, not every such curve was filed as active; inconclusive means small, poorly fitted or top-dose-only effect, or effect the other way, or a change in a side signal; the % refers to the signal ratio;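 further: potency means the concentration at half of the fitted maximal effect; plate controls were basal doxycycline-induced cells for no effect and cells given 10 µM MG132 for full effect; MG132 reads +100%, hits lower the ratio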
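Cell line TMD8 (human ABC DLBCL), stably expressing tet-inducible CBG68-IkBa fusion and CBR; IMDM/0.5% FBS; cpd up to 46 uM; dox induction, 4 h, 37C/5% CO2; dual luminescence; green/red ratio; MG132 control.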
ELG1 DNA repair: qHTS screen for small molecules that inhibit ELG1-dependent DNA repair in human embryonic kidney (HEK293T) cells expressing luciferase-tagged ELG1; HEK293T ELG1-luciferase reporter, luminescence, 16 h; DNA damage induced by 5-fluorouridine; Potency, µM (top dose mostly 46.1 µM), inactives show at the top dose activity change, negative = inhibition, usual class: inhibitors; actives 2.3% (n = 330,000); further: potency means the concentration at half of the fitted maximal effect; on the % scale 0 is the no-effect control and ±100 the full control effect; nearly all actives have a fitted effect of over 55% in size
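Overnight (16 hr) co-exposure of 2,000 cells/well to 5-fluorouridine and compound at 37 °C preceded detection. Luciferase was quantified via ONE-Glo luminescence; loss of signal denotes inhibition.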
An asterisk follows results filed as active; ? = inconclusive; . = no result given; [ ] = remark or other dose. Unless noted, the call rests on the fitted dose curve; in most records, active means well fitted curve in the direction sought with a large enough effect; inconclusive means small, poorly fitted or top-dose-only effect, or another doubt; inactive means no such curve, though single readings can be large; an effect the other way counts as inactive or inconclusive.

Order of values – Tb PFK block	TCR activator	Eya2 inh	TSG101-PTAP inh	a7 integrin act	Mito fusion yeast	S-ASM inh	A-T KAP1 phos	TSHR antagonist	BCR signal inh	ELG1 DNA repair
Cc1ccc(S(=O)(=O)Cn2nnnc2C(C(C)C)N2CCN(Cc3ccco3)CC2)cc1 (stereo not drawn)
    0%	-3%	9%	-3%	-30%	-1%	3%	3%	0	-1%	-6%
Cc1ccccc1Cn1ccc(NC(=O)c2nc3ncccn3n2)n1
    -1%	2%	0%	-4%	-6%	-1%	-1%	4%	3	4%	25%
CC1=CN2C(=N)/C(=C/c3ccc([N+](=O)[O-])o3)C(=O)N=C2S1
    -22%	3%[46.1 µM]	2%	33%[activator]	-42%[inhibitor]	0%	-3%	-3%	-18	?	?
Nc1nc(CSC(=S)N2CCN(c3ccccc3)CC2)nc(Nc2ccc(F)cc2)n1
    0%	-2%[46.1 µM]	-12%	-4%	1%	?	-8%	.	-5	-10%	?
CC(C)(C)C(=O)Nc1ccccc1C(=O)NCc1cccnc1
    1%	11%	-1%	0%	-21%	7%	5%	-2%	-3	0%	2%
COc1ccc(C(=O)OCC(=O)Nc2ccc(Cl)c(C(F)(F)F)c2)c(OC)c1OC
    -14%	-4%[46.1 µM]	-7%	0%	-10%	20%	-12%	4%	2	?	?
Cc1ccc(NC(=O)Nc2ccc3c(c2)C(=O)OC3)cc1Cl
    -12%	0%	10%	0%	40%	-1%	3%	2%	-1	8%	?
COc1cccc(OC)c1-c1nn(-c2ncc(C(F)(F)F)cc2Cl)c(=O)o1
    -3%	-1%	2%	-7%	18%	-7%	3%	-1%	-3	-2%	-7%
O=C(Nc1ccc(Cl)c(S(=O)(=O)N2CCOCC2)c1)c1cc(=O)[nH]c2ccccc12
    0%	.	-26%	-9%	-5%	1%	-4%	1%	-2	-9%	?
Cc1ccc(OCC(=O)Nc2ccc3c(c2)nc(CCN2CCCCC2)n3C)cc1
    0%	-12%	-5%	1%	-80%[inhibitor]	30%	3%	.	-15	5%	10%
Cn1c(N/N=C\c2cccc(O)c2)cc(=O)n(C)c1=O
    0%	0%[46.1 µM]	-3%	0%	-9%	-5%	-3%	4%	-1	?	14%
O=C(NC(Cc1c[nH]c2ccccc12)C(=O)OCC(=O)c1cccc2ccccc12)c1cccs1 (stereo not drawn)
    0%	8%[46.1 µM]	-7%	15%	-27%	-3%	-7%	7%	-4	-7%	-9%
CC(C)=CCC/C(C)=C/CNC(=O)C[C@H]1C[C@H](C(=O)N2CCCCC2)[C@@]2(C)c3[nH]c4ccc(Cl)cc4c3CCN2C1=O
    0%	4%[46.1 µM]	9%	-2%	-11%	.	0%	4%	33	?	-4%
O=C(CN(Cc1ccccc1)S(=O)(=O)c1ccccc1)N1CCOCC1
    -3%	3%	-5%	3%	4%	1%	2%	0%	26	3%	0%
O=C(c1cccc(Oc2ccc([N+](=O)[O-])cc2Cl)c1)N1CCOCC1
    -2%	-31%	-9%	-10%	-4%	-9%	-3%	6%	0	6%	-2%

Single records, from the list above. Values in the order: Tb PFK block	TCR activator	Eya2 inh	TSG101-PTAP inh	a7 integrin act	Mito fusion yeast	S-ASM inh	A-T KAP1 phos	TSHR antagonist	BCR signal inh	ELG1 DNA repair
CC(C)=CCC/C(C)=C/CNC(=O)C[C@H]1C[C@H](C(=O)N2CCCCC2)[C@@]2(C)c3[nH]c4ccc(Cl)cc4c3CCN2C1=O across the screens: 0%	4%[46.1 µM]	9%	-2%	-11%	.	0%	4%	33	?	-4%
CC(C)(C)C(=O)Nc1ccccc1C(=O)NCc1cccnc1 across the screens: 1%	11%	-1%	0%	-21%	7%	5%	-2%	-3	0%	2%

Single entries from the results shown.
O=C(NC(Cc1c[nH]c2ccccc12)C(=O)OCC(=O)c1cccc2ccccc12)c1cccs1 (stereo not drawn) in TSG101-PTAP inh is entered as 15%
O=C(CN(Cc1ccccc1)S(=O)(=O)c1ccccc1)N1CCOCC1 in BCR signal inh is entered as 3%

The listing continues.
Order of values – Tb PFK block	TCR activator	Eya2 inh	TSG101-PTAP inh	a7 integrin act	Mito fusion yeast	S-ASM inh	A-T KAP1 phos	TSHR antagonist	BCR signal inh	ELG1 DNA repair
CCC(C)(C)n1nnnc1C(c1ccc2ncccc2c1)N1CCN(Cc2ccc3c(c2)OCO3)CC1 (stereo not drawn)
    1%	.	21%	-11%	11%	-1%	2%	3%	-6	-1%	5%
Cc1ccc(N(CC(=O)NCc2cccnc2)S(C)(=O)=O)cc1C
    4%	-4%	-8%	-4%	9%	-1%	-2%	6%	3	0%	26%
COc1cccc(C2NC(=O)NC(C)=C2C(=O)OCC2CCCCC2)c1 (stereo not drawn)
    2%	-6%	-5%	0%	-25%	2%	1%	2%	-9	?	18%
O=C(CSc1nc2ccc(Cl)cc2[nH]1)NC1CCCC1
    3%	1%	-1%	-3%	7%	-4%	4%	6%	-2	8%	11%
Cc1cc(C)c(C#N)c(SCCN2CCCCC2)n1
    0%	9%	7%	-3%	-23%	6%	0%	1%	0	6%	4%
O=C(CSc1n[nH]c(-c2cccnc2)n1)Nc1ccc(Br)cc1
    4%	2%	-1%	-5%	3%	7%	-6%	5%	3	-10%	6%
Cc1ccc(C(C(=O)NC2CCCCC2)N2CCC3(CC2)OCCO3)cc1 (stereo not drawn)
    1%	2%	3%	-1%	-15%	-14%	2%	.	0	0%	-7%
Cn1cc(/C=N/n2cnc3sc4c(c3c2=O)CCCC4)c2ccccc21
    0%	1%	25%	-2%	7%	5%	-11%	0%	-11	?	-9%
O=[N+]([O-])c1ccc(-c2c(-c3ccccc3)ncc3ccc(F)cc23)cc1
    3%	-2%	1%	4%	0%	?	-4%	-6%	-19	15%	?
C[C@@H]1COC(=O)[C@H](CC(=O)OC(C)(C)C)C/C=C\C[C@@H](CC(=O)NCCO)C(=O)N1
    0%	4%	7%	-1%	15%	.	-4%	-1%	14	?	28%
O=C(CCCN1C(=O)CCC1=O)Nc1cccc(C(F)(F)F)c1
    -9%	-4%	4%	-1%	-12%	-2%	-1%	7%	-7	8%	7%
COc1cccc(CNC(=O)Cn2ncn3cccc3c2=O)c1OC
    -1%	-2%	7%	-2%	-7%	1%	8%	-13%	10	9%	?
COc1cccc(C2CC(c3ccc(Cl)cc3)Nc3nc(N)nn32)c1 (stereo not drawn)
    11%	-5%[46.1 µM]	2%	-1%	-15%	10%	5%	32%	-4	-5%	15%
O=C(NNC(=S)Nc1ccc(F)cc1)C1CC1c1ccc(Cl)cc1 (stereo not drawn)
    3%	2%[46.1 µM]	-2%	0%	-28%	3%	-3%	19%	-26	-2%	-1%
O=C(COc1ccc(Br)cc1Cl)N1CCN(c2ccccn2)CC1
    0%	0%	-1%	-10%	-12%	10%	-1%	5%	-5	?	-4%
CC(=O)NC1C(Oc2ccc3c(C)cc(=O)oc3c2)OC(COC(C)=O)C(OC(C)=O)C1OC(C)=O (stereo not drawn)
    1%	-11%	-1%	-2%	-6%	0%	1%	-1%	-1	0%	2%

Source: PubChem BioAssay
